PLCb3 inh: inhibitors of human phospholipase C beta3. hit rate 0.18% among 370,000. AID 720704. Purified PLC-beta3, fluorogenic substrate, fluorescence. inhibition, % at 12.2 µM; in the data active = inhibition above about 11%;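 also: 0% = median of compound wells on plate and 100% = full blocker control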
Target sequence (Q01970 whole entry, looked up): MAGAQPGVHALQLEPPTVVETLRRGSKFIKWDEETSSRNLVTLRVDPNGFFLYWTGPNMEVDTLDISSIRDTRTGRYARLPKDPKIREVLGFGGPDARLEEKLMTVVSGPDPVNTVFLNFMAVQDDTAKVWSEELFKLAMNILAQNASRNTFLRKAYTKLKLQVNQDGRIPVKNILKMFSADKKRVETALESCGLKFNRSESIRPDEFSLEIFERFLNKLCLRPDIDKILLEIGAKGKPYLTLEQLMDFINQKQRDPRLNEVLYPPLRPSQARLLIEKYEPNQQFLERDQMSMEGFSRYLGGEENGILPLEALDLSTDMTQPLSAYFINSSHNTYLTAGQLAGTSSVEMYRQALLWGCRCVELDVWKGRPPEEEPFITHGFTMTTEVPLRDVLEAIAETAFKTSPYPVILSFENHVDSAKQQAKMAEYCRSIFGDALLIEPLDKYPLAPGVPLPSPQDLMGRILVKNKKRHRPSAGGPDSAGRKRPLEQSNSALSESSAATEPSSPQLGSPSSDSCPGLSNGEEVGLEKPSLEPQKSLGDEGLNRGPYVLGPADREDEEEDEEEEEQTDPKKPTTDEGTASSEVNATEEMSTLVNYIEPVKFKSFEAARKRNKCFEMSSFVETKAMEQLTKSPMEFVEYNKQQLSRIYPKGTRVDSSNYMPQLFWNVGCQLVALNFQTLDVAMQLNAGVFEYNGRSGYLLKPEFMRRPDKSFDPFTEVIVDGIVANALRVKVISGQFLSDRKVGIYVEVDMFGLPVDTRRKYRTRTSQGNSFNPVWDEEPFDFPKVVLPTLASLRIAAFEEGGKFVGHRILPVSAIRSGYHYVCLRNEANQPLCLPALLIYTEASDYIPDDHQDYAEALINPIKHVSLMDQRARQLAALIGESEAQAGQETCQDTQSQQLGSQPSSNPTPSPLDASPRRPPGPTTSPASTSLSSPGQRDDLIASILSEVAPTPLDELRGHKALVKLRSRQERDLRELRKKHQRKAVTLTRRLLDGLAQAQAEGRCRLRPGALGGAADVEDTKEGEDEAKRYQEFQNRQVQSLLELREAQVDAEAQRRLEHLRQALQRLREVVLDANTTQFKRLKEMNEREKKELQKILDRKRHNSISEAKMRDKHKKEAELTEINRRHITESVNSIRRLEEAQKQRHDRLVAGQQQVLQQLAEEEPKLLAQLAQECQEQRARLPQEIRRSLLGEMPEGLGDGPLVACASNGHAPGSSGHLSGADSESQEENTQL
DAX1 inh-1: NR0B1 (DAX1) inhibition; AID 504766; inhibition, % at 6.75 µM; HEK293 Gal4-DAX1 luciferase reporter, luminescence; hit rate 0.99% among 340,000;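 active = inhibition above the mean over all tested compounds plus 3 SD, cut at about 4.2% in these data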;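 also: 0% = DAX1-transfected cells with DMSO and 100% = empty-vector control cells with DMSO; inhibition shows as a rise in luminescence from relieved DAX1 repression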
hgDAF12 agonist: activates the H. glycines DAF-12 receptor ligand-binding domain; HEK293 GAL4-hgDAF12 UAS-luciferase reporter, agonist luminescence; normalized to butyrate control; activation, % at 6.8 µM; hit rate 1.8% among 370,000;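 active = activation above a cutoff set at the mean of all screened compounds plus 3 SD, cut at about 10% in these data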;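 also: 0% = DMSO wells and 100% = sodium butyrate wells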
ssDAF-12 act: S. stercoralis DAF-12 activation, primary screen. activation, % at 6.8 µM. hit rate 1% among 370,000. HEK293 ssDAF-12/GRIP1 lit1-tk-luc reporter, luminescence; % of 3 µM dafachronic acid response;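 active = activation above the mean over all tested compounds plus 3 SD, cut at about 0.9% in these data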;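 also: 0% = DMSO-only wells and 100% = 3 µM delta7-dafachronic acid wells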
sPLA2-III inh: Blocks human group III sPLA2 activity | QFRET BODIPY PC-A2 liposome hydrolysis, fluorescence | Q9NZ20 | hit rate 0.56% among 370,000 | inhibition, % at 12.2 µM;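 active = inhibition above mean plus 3 SD of compounds lying within the high and low control bounds, cut at about 19% in these data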;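 also: 0% = median of test compound wells and 100% = no enzyme DMSO wells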
PLC-gamma1 inh: blocks human PLC-gamma1 enzyme activity. purified PLC-gamma1, fluorogenic substrate, fluorescence. inhibition, % at 12.2 µM. hit rate 0.84% among 370,000. AID 720700; in the data active = inhibition above about 9.5%
hcDAF-12 act: activates DAF-12 receptor from parasite H. contortus; activation, % at 6.8 µM; AID 652067; HEK293 hcDAF-12 lit1-tk-luc reporter, luminescence; 0% DMSO, 100% Δ7-dafachronic acid; hit rate 1.4% among 370,000;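 active = activation above the mean of all tested compounds plus 3 SD, cut at about 5.5% in these data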;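 also: 100% = response to 3 µM Δ7-dafachronic acid high control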
GAA850 FXN act: frataxin GAA850 promoter activation; HEK293 lucGAA850 FXN promoter luciferase reporter, 24 h; percent of 10 µM SAHA response; activation, % at 6 µM; hit rate 0.56% among 360,000;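 active = activation above the average of all compounds screened plus 3 SD, cutoff fixed separately per campaign, cut at about 7.5% in these data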;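 also: 0% = DMSO wells and 100% = 10 µM SAHA wells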
ADAM10 inh: inhibits human ADAM10 | recombinant ADAM10, EDANS/DABCYL FRET peptide cleavage, 3 h | inhibition, % at 7 µM | O14672 | hit rate 0.62% among 370,000;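 active = inhibition above a per-campaign cutoff equal to the mean of compounds falling between control-based bounds plus 3 SD, cut at about 20% in these data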;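 also: 0% = DMSO wells while the 100% control is not disclosed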
DAX1 inh-2: blocks DAX1 repression of SF-1 activated StAR promoter | HEK293T StAR-luciferase reporter, SF-1/DAX-1 repression relief | inhibition, % at 6.8 µM | hit rate 1.1% among 370,000 | AID 652010;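 active = inhibition above the mean over all tested compounds plus 3 SD, cut at about 3.6% in these data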;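 also: 0% = DAX-1 cells with DMSO and 100% = cells lacking DAX-1 with DMSO; higher inhibition means more luminescence from relief of DAX-1 repression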
ADAM17 inh: inhibits human ADAM17; inhibition, % at 6.95 µM; AID 720648; recombinant ADAM17, EDANS/DABCYL FRET peptide cleavage; hit rate 0.83% among 370,000;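 active = inhibition above the mean of compounds lying between control limits plus 3 SD, set per campaign, cut at about 8.5% in these data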;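 also: 0% = DMSO-only wells as the low control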
Active calls of the source: *; i = inactive; . = not tested or not shown. An excerpt (hit frequency here may not be typical).

Each structure is followed by: DAX1 inh-2	hgDAF12 agonist	GAA850 FXN act	PLCb3 inh	ssDAF-12 act	sPLA2-III inh	PLC-gamma1 inh	ADAM17 inh	DAX1 inh-1	ADAM10 inh	hcDAF-12 act
1. COC(=O)C1=C(c2ccc(OC(F)(F)F)cc2)C[C@@H]2CC[C@H]1N2C(=O)N1CCc2cc(OC)c(OC)cc2C1
 : -1.2	-2.8	.	-10	-1.3	0	-3	-2	.	-13	-2.6
2. CCCCn1c(O)c(C(C)=Nc2ccc(OCC)cc2)c(=O)[nH]c1=O
 : -0.1	-1.5	-1.3	-9	-1.2	-3	-8	3	-3.3	-5	-2.3
3. COc1ccc(C2=CC(c3ccc(OC)c(OC)c3)c3c(c4ccccc4oc3=O)O2)cc1OC (centres undefined)
 : -0.3	-2.7	-1.4	-37	-0.5	-10	-17	-2	-2.5	-1	0.5
4. CN(C)C(=O)Oc1ccc(Br)c2ccccc12
 : 0.9	0.4	-0.2	-9	-2.1	1	-2	-5	-1.0	0	-2.2
5. c1cncc(CNC2CCCC2)c1
 : -0.1	-0.9	-1.2	2	-1.0	14	1	-4	0.1	-10	0.2
6. CC(C)(C)OC(=O)c1c(N)n(Cc2ccco2)c2nc3ccccc3nc12
 : -1.1	-1.9	2.3	i	-0.7	2	i	-422	0.5	i	0.5
7. CCCCNC(=O)c1c(N)n(Cc2ccc3c(c2)OCO3)c2nc3ccccc3nc12
 : -0.5	-1.1	3.5	-30	-0.8	4	-23	-8	-1.6	-24	-0.7
8. CN(C=O)CP(=O)(O)CN(C)C=O
 : 0.7	-0.7	-1.4	13*	-1.4	17	13*	4	0.6	4	-0.5
9. CC(C)c1ccc(OCC(=O)N2CCCN(C)CC2)cc1
 : 1.8	2.4	1.5	0	-0.6	2	7	0	0.3	-2	0.2
10. CCOP(=S)(OCC)SCC(=O)NC(C(=O)O)C(C)C (centres undefined)
 : 0.3	0.7	-2.3	2	-1.3	6	2	-5	-0.3	1	0.6
11. COc1ccc(C(Nc2ccccc2)P(=O)(Oc2ccccc2)Oc2ccccc2)cc1 (centres undefined)
 : 0.7	-1.7	2.0	1	-0.4	9	1	1	2.0	-2	-0.6
12. O=C(O)CCl
 : 0.6	-1.1	.	-11	-1.6	-3	5	2	.	-7	-0.9
13. COC(=O)C1=C(c2ccc(OC(F)(F)F)cc2)C[C@@H]2CC[C@H]1N2C(=O)NCc1cccc2ccccc12
 : -0.1	1.6	-11	-3	-1.5	-10	-2	8.7*	-0.2	30*	-3.1
14. Cc1cc2ccccc2c(=O)n1CC(=O)NCC(=O)N1CCC2(CC1)OCCO2
 : 0.5	-0.6	-0.7	-8	-1.8	5	1	-10	0.5	-15	-0.5
15. CCOc1ccc(NC(=O)c2ccc(NC(=O)COC(=O)Cc3ccccc3)cc2)cc1
 : 0.7	1.1	-1.0	3	-1.4	0	1	-3	0.7	-1	2.1
16. COCCNC(=O)c1c(N)n(CCC(C)C)c2nc3ccccc3nc12
 : -1.8	-4.3	-0.1	i	-1.9	-14	i	-421	-0.6	i	-1.4
17. Cc1cc(=O)oc2cc(OCC(=O)N3C[C@H]4C[C@@H](C3)c3cccc(=O)n3C4)c(Cl)cc12
 : 0.4	-1.6	-1.5	2	-0.4	2	-3	-14	-0.6	-66	-0.3
18. O=C(C(Cc1ccccc1)NS(=O)(=O)c1ccc(F)cc1)N1CCC2(CC1)OCCO2 (centres undefined)
 : -0.1	1.1	1.9	2	-0.9	-2	-2	1	1.1	-2	-0.1
19. CC(=NCc1cccnc1)c1c(O)n(-c2ccccc2)c(=O)[nH]c1=O
 : 0.6	-0.4	0.3	0	-1.8	2	2	-2	0.6	5	-0.4
20. Nc1c(C(=O)NCc2ccco2)c2nc3ccccc3nc2n1Cc1ccccc1
 : -1.4	-4.8	1.6	i	-0.9	-17	i	i	-0.3	i	0.1
21. Cc1ccc(CN2CCCN(Cc3ccccc3C)S2(=O)=O)cc1
 : 0.0	-0.6	0.0	-7	-1.3	-6	2	1	-1.7	2	-2.2
22. COc1cc2[nH]c(C(=O)N3CCC4(CC3)OCCO4)cc2c(OC)c1OC
 : -0.7	-1.8	1.4	-56	-1.1	1	-37	-4	0.5	-10	-2.4
23. CCC(=NCC1CCCO1)c1c(O)[nH]c(=O)[nH]c1=O (centres undefined)
 : -0.3	-0.2	1.2	2	-1.4	0	-2	-4	0.9	-4	-0.2
24. O=C(CN1CCCCC1)c1ccccc1F
 : -0.3	-1.4	1.9	-7	-1.6	6	-4	-6	2.6	-2	0.7
25. CCn1cc(C(=O)N2CCOCC2)c2ccccc21
 : 1.1	1.0	1.2	-2	-0.4	3	1	-2	-0.1	0	2.7
26. CN(C)CCCN=Cc1c(O)n(Cc2ccco2)c(=O)[nH]c1=O
 : -0.7	-2.6	-0.1	-6	-2.2	-1	-3	-5	0.0	-2	-1.2
27. CCC(=NCCCO)c1c(O)n(-c2ccc(OC)cc2)c(=O)[nH]c1=O
 : 0.5	1.6	0.9	1	-1.3	2	-1	-4	0.6	-10	-0.8
28. COC(=O)c1cccc(N=Cc2c(O)n(Cc3ccc(F)cc3)c(=O)[nH]c2=O)c1
 : 0.5	0.6	-1.3	-8	-1.0	7	6	0	.	8	0.8
29. COC(=O)C1=C(c2cc3ccccc3s2)C[C@@H]2CC[C@H]1N2C(=O)NCc1ccc(F)cc1
 : -0.7	-0.3	-0.2	2	-1.5	-14	2	2	1.5	15	-0.8
30. O=P1(NCCCl)OCCC(OO)N1CCCl (centres undefined)
 : 0.1	3.0	.	-3	-0.2	4	-2	-2	.	-7	0.0
31. Cc1ccc(-n2c(O)c(/C=N/c3ncc(Br)cc3Br)c(=O)[nH]c2=O)cc1
 : -0.5	2.0	-0.4	-13	-0.7	-7	-10	-9	-0.5	-8	1.9
32. C=CCN1C(=O)NC(=O)/C(=C/c2ccoc2)C1=O
 : -0.1	-1.9	1.5	-14	-0.6	-12	-13	-1	-0.1	-11	-0.6
33. CN1CCC2(O)OCCCC2C1 (centres undefined)
 : 0.7	0.9	2.3	1	-1.0	0	-1	1	1.4	2	-1.1
34. C[N+]1(C)CCOC(O)(c2ccc(-c3ccc(C4(O)C[N+](C)(C)CCO4)cc3)cc2)C1 (centres undefined)
 : 0.3	-1.7	3.7	2	-1.2	-1	1	0	-0.2	7	-0.5
35. Cc1ccc(C2(O)CCN3CCCCC32)cc1 (centres undefined)
 : -0.5	1.7	-0.8	4	-1.3	9	4	0	-0.1	10	-2.4
36. COC(=O)C1=C(c2ccc(C(C)=O)cc2)C[C@@H]2CC[C@H]1N2C(=O)N1CCCC1
 : 0.7	2.3	-1.4	3	-1.4	1	0	0	1.3	4	2.0
37. CCOC(=O)[C@]12Cc3cc(OC)ccc3[C@H]1N(Cc1ccccc1)C(=O)c1cc(OC)ccc12
 : -1.0	-6.4	.	3	0.5	-2	1	5	.	10	-1.7
38. O=c1[nH]c(O)c(C=Nc2ccc(F)c(Cl)c2)c(=O)[nH]1
 : 0.0	-0.6	1.3	-13	-1.1	-1	-5	1	-0.4	-4	-0.4
39. Cc1cc(C)[n+](C2C3CC4CC(C3)CC2C4)o1 (centres undefined)
 : -0.3	1.4	0.6	3	-1.1	-4	-2	1	0.8	3	1.3
40. O=C(c1ccccc1)c1cn(CC(=O)N2CCOCC2)c2ccccc12
 : 0.2	1.3	-0.4	2	-0.8	-1	3	-1	-0.7	10	-0.6
41. COc1ccccc1N1CCN(CCc2c[nH]c3cc4c(cc23)OCO4)CC1
 : -1.8	0.5	-0.8	-2	-0.7	-9	-2	-3	0.1	-20	-1.0
42. Cc1nc(Cl)sc1C(=O)Nc1ccc2ccccc2c1
 : 0.2	9.4	3.2	0	-1.2	-2	0	5	2.3	14	-1.4
43. Clc1cccc(N2CCNCC2)c1Cl
 : 0.1	2.6	0.4	0	-0.6	25*	-2	-5	1.2	-5	-1.7
44. Cc1c2cnn(CC(=O)N3CCC4(CC3)OCCO4)c(=O)c2c(C)n1Cc1cccc(Cl)c1
 : 0.1	-0.5	0.5	-10	-1.4	0	-4	-5	0.2	-7	0.8
45. CC(=O)O[C@@]12CO[C@@H]1C[C@H](O)[C@@]1(C)C(=O)[C@H](O)C3=C(C)[C@@H](O)C[C@@](O)([C@@H](OC(=O)c4ccccc4)C12)C3(C)C (some centres undefined)
 : 0.6	0.7	0.4	6	-1.4	6	6	1	4.3*	-5	0.2
46. CCC1(CC)C(=O)C=CNC1=O
 : -0.5	-1.5	-1.6	3	-0.3	-8	2	-4	-0.1	0	-1.7
47. C=CCn1c(O)c(C=Nc2ccc(N(CC)CC)cc2)c(=O)[nH]c1=O
 : -0.2	-1.1	1.5	-13	-2.0	-2	0	0	-0.4	-3	-0.4
48. CC(C)c1ccc(C2N3CCCN23)cc1 (centres undefined)
 : 0.4	-1.9	1.3	-4	-0.3	11	0	-5	-0.5	2	-1.4
49. O=C(Nc1nccs1)C(Cl)(Cl)Cl
 : 1.8	-0.3	2.3	4	-0.6	-5	-2	2	0.7	-1	-0.1
50. CCCCn1c(O)c(C(CC)=NCc2ccc3c(c2)OCO3)c(=O)[nH]c1=O
 : -0.7	-1.6	0.4	2	-0.7	-1	-2	-4	-0.9	-5	-2.1
51. Cc1cc2ccccn2c1C(C[N+](=O)[O-])c1c(F)cccc1Cl (centres undefined)
 : -0.6	-3.8	6.9	-54	-0.9	-8	-35	-4	0.1	0	-2.0
52. CC12CCC(=O)C=C1CC(O)C1C2CCC2(C)C1CCC2(C)O (centres undefined)
 : -0.7	-3.6	1.0	2	-1.2	1	3	-1	1.4	4	0.1
53. CCC1CN1P(=O)(c1ccccc1)N1CC1CC (centres undefined)
 : 1.0	5.0	0.2	4	-0.8	8	4	-4	1.7	0	0.4
54. O=C(Nc1ccccc1)Oc1ccccc1
 : 1.1	1.2	3.8	2	-1.0	2	-2	-6	0.7	-5	3.4
55. Cc1cc(C=C2C(=O)N(C)C(=S)N(C)C2=O)c(C)n1C1CCCCC1
 : -0.2	-0.2	0.1	-10	-0.8	3	-11	1	-0.2	0	-1.5
56. CN1C(=O)C(=Cc2ccc(Sc3ccccc3)o2)C(=O)N(C)C1=O
 : -0.3	-0.1	1.8	-2	-0.8	2	-3	-2	1.6	10	0.4
57. CN(C)CC1CCCCC1OC(=O)c1ccc(Cl)c(Cl)c1 (centres undefined)
 : 1.0	0.2	1.4	-2	-1.2	13	0	-7	1.2	-2	0.2
58. Cc1oc(-c2ccc(F)cc2F)nc1CN1C[C@@H]2C[C@@H](C1)c1cccc(=O)n1C2
 : -0.2	-3.2	2.3	2	-1.1	2	-1	0	-1.1	3	0.3
59. NNCc1cccc(O)c1
 : 0.6	3.1	0.3	-6	-0.1	-7	-7	-3	-0.4	-1	1.4
60. CCCCCCn1c(=O)c(C(=O)Nc2c(C)n(C)n(-c3ccccc3)c2=O)c(O)c2ccccc21
 : 0.6	3.7	-2.8	-4	-1.0	-2	0	-7	2.1	-2	-1.1
61. CCCCn1c(=O)c(C(=O)Nc2ccccn2)c(O)c2ccccc21
 : 0.2	4.3	-1.4	-5	-0.3	0	1	0	1.2	6	4.5

Bioassay records deposited in PubChem BioAssay by The Scripps Research Institute Molecular Screening Center.
